MrgX1 ag: activates human MrgX1 receptor signaling. MrgX1-HEK293 cells, Fluo-4 calcium fluorescence, agonist mode; stronger effect = higher value. B-score at 10 µM. actives 0.44% (n = 310,000). AID 588627;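 active means calcium response B-score plate-corrected fluorescence ratio at least 3 library SD, with starting fluorescence B-score inside 5 SD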
Target sequence (Q96LB2 whole entry, looked up): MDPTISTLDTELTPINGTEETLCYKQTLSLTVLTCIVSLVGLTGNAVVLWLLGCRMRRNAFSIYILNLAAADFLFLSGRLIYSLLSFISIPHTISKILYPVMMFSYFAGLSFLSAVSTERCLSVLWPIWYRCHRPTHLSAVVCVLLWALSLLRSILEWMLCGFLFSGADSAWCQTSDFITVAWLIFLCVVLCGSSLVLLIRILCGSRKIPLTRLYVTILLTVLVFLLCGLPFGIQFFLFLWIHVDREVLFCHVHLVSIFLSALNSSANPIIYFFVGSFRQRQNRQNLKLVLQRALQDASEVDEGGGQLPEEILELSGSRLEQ
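Material – MrgX1-expressing HEK293 cells · Input – 15,000 cells seeded per well · Dosing – compound as first of three additions · Times – overnight seeding, then 1 h dark dye loading · Measured by – kinetic Fluo-4 NW fluorescence of intracellular calcium · Read-out – B-scored fluorescence response ratio · Benchmarks – positive and negative control wells on each plate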
MrgX1 allo act: human MrgX1 positive allosteric modulation, primary screen; MrgX1-HEK293, Fluo-4 calcium flux, FDSS; stronger effect = higher value; actives 0.63% (n = 310,000); B-score at 10 µM;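 active means plate-corrected calcium response at least 3 library SD above typical, normal starting fluorescence, not activating the receptor alone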;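 further: compound read alongside a low EC10 to EC30 dose of BAM8-22 agonist; peak minus trough fluorescence over baseline measured at the second addition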
HIF act: HIF pathway transcriptional activation. U2OS HRE-luciferase reporter, luminescence; normalized: DMSO 0%, desferrioxamine 100%. activation, % at 7.5 µM (by protocol). actives 0.32% (n = 300,000);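 active means mean activation of at least 10% of the iron chelator positive control signal, with at least half of replicates also reaching 10%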
TRPC4 inh: blocks the mouse TRPC4 cation channel; HEK293 TRPC4beta/mu-opioid, DAMGO-evoked Fluo4 calcium flux; stronger effect = lower value; actives 0.39% (n = 300,000); Q9QUQ5; B-score at 10 µM;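 active means B-score over 3 SD under the library average, no early fluorescence shift, positive overall ratio signal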
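Material: HEK293 cells with stable TRPC4beta plus mu-opioid receptor expression; probe or stimulus: DAMGO in two steps, submaximal then maximal; technique: Fluo4 calcium fluorescence by kinetic imaging, 5 s 1 Hz baseline; measure: integrated fluorescence ratio relative to baseline, converted to per-well B score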
SKKanGAS inh: inhibitors of SKKanGAS S. pyogenes growth in kanamycin (SK-promoter or general growth effect); actives 1.3% (n = 300,000); inhibition, % at 7.5 µM; BacTiter-Glo, 6 h; AID 1662;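 active means mean replicate score, as percent of positive control median, at least 50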;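 further: strain carries kanamycin resistance gene driven by streptokinase promoter and grows in 40 µg/ml kanamycin; loss of luminescence reflects streptokinase promoter inhibition or plain growth inhibition; 0% = median of DMSO wells and 100% = positive control at its reference dose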
RGS4 block: inhibitors of human RGS4. P49798. HEK293 M3R/RGS4 inducible, Fluo-4 calcium flux; stronger effect = higher value; triggered by carbachol at its EC20. B-score at 10 µM. actives 0.45% (n = 310,000). AID 463165;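 active means B-score, a plate-corrected calcium signal, over three deviations above library mean, with baseline fluorescence within five deviations of library mean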;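 further: RGS4 expression induced by doxycycline in cells with stable M3 receptor; B-score is computed from the integrated fluorescence ratio over baseline after carbachol; higher B-score means a larger calcium signal and so more RGS4 inhibition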
Target sequence (P49798 whole entry, looked up): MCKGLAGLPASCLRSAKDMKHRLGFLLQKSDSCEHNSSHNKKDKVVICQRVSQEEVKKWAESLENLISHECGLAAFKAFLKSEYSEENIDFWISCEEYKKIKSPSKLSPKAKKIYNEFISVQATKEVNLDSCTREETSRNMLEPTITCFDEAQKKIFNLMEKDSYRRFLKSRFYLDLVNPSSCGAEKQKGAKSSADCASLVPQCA
RGS4 pot: RGS4 potentiation or activation; HEK293 M3R/inducible RGS4, carbachol calcium flux Fluo4; stronger effect = lower value; B-score at 10 µM; actives 0.92% (n = 310,000); AID 463111;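 active means B-score of the integrated calcium signal more than 4 SD below the library mean, with starting fluorescence not abnormally high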;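 further: negative B-score means reduced calcium response which marks RGS4 activation or potentiation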
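Test system: HEK293 cells with stable M3R and inducible RGS4; also added: carbachol at ECmax as muscarinic agonist stimulus; schedule: dye loading 30 min 37 °C, buffer rest 30 min RT; technique: kinetic calcium fluorescence imaging with Fluo4-AM dye, 2 µM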
TRPC6 act: activates the mouse TRPC6 cation channel | actives 0.13% (n = 310,000) | B-score at 10 µM | HEK293-TRPC6 membrane potential dye fluorescence; stronger effect = higher value | Q61143;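 active means B-score of the integrated fluorescence ratio above library mean plus 3 SD, and starting fluorescence ratio within library mean plus 5 SD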;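 further: higher score means more depolarization so channel activation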
TRPC6 inhibitor: inhibitors of mouse TRPC6 channel; HEK293-TRPC6, membrane potential dye, ACh-evoked depolarization; stronger effect = lower value; B-score at 10 µM; actives 1.1% (n = 310,000); AID 2553;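 active means B-score under library mean minus 3 SD, initial fluorescence not abnormally high, positive integrated signal ratio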;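 further: B-score derived from integrated fluorescence ratio over the kinetic read; more negative B-score means stronger inhibition of depolarization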
MrgX1 antag: human MrgX1 receptor antagonism, primary screen | Q96LB2 | MRGX1-HEK293 calcium flux, Fluo-4, BAM8-22 antagonism; stronger effect = lower value | B-score at 10 µM | actives 1.3% (n = 310,000) | AID 588676;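 active means calcium-response B-score plate-corrected more than 3 library SD below zero, starting fluorescence within 5 deviations, no agonist response on first addition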;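 further: peak minus trough fluorescence over baseline after final BAM8-22 challenge near maximal dose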
Platelet DG rel: platelet dense granule release activity; inhibition, %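 (compounds screened at 7.5 µM in platelet-rich plasma)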; human platelet-rich plasma, SFLLRN dense granule ATP release, luminescence; AID 1663; actives 0.22% (n = 300,000);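 active means mean replicate score, as percent of positive control, at or above 50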
Numbers without * were called inactive.

`C=CCn1cccc(C(=O)Nc2ccc(C)c(C)c2)c1=O` gave MrgX1 ag inactive, MrgX1 allo act inactive, HIF act 2.2, TRPC4 inh inactive, SKKanGAS inh 2, RGS4 block inactive, RGS4 pot inactive, TRPC6 act inactive, TRPC6 inhibitor inactive, MrgX1 antag inactive and Platelet DG rel 13.
Screening COC(=O)NNC(=O)C1CCC(C)CC1 (configuration not stated) returned MrgX1 ag inactive, MrgX1 allo act inactive, HIF act 0.2, TRPC4 inh inactive, SKKanGAS inh -3, RGS4 block inactive, RGS4 pot inactive, TRPC6 act inactive, TRPC6 inhibitor inactive, MrgX1 antag inactive and Platelet DG rel 4.
O=C(CN1C(=O)C2CCCCC2C1=O)Nc1ccccc1N1CCCC1 (configuration not stated) was read as MrgX1 ag inactive, MrgX1 allo act inactive, HIF act 0.2, TRPC4 inh inactive, SKKanGAS inh -2, RGS4 block inactive, RGS4 pot inactive, TRPC6 act inactive, TRPC6 inhibitor inactive, MrgX1 antag inactive and Platelet DG rel 7.
`O=C(O)CSc1nnc(-c2ccccc2)c(-c2ccccc2)n1` gave MrgX1 ag inactive, MrgX1 allo act inactive, HIF act -1.0, TRPC4 inh inactive, SKKanGAS inh -4, RGS4 block inactive, RGS4 pot inactive, TRPC6 act inactive, TRPC6 inhibitor inactive, MrgX1 antag inactive and Platelet DG rel -10.
For Cc1nn2c(-c3cccc(NC(=O)CN4CCOCC4)c3)nnc2c2ccccc12 the results were MrgX1 ag inactive, MrgX1 allo act inactive, HIF act 0.0, TRPC4 inh inactive, SKKanGAS inh -2, RGS4 block inactive, RGS4 pot inactive, TRPC6 act inactive, TRPC6 inhibitor inactive, MrgX1 antag inactive and Platelet DG rel -2.
Screening O=C(Nc1ccccc1)/C(=C\c1ccc(F)cc1)NC(=O)c1ccco1 returned MrgX1 ag inactive, MrgX1 allo act inactive, HIF act 0.7, TRPC4 inh inactive, SKKanGAS inh -5, RGS4 block inactive, RGS4 pot inactive, TRPC6 act inactive, TRPC6 inhibitor inactive, MrgX1 antag inactive and Platelet DG rel 2.
`COc1c(C)cc(C(=O)C2CCCN(S(=O)(=O)c3c(C)noc3C)C2)cc1C` (configuration not stated) gave MrgX1 ag inactive, MrgX1 allo act inactive, HIF act 0.3, TRPC4 inh inactive, SKKanGAS inh -8, RGS4 block inactive, RGS4 pot inactive, TRPC6 act inactive, TRPC6 inhibitor inactive, MrgX1 antag inactive and Platelet DG rel -7.
COc1ccc(N(CC(=O)Nc2ccccc2C(=O)O)S(=O)(=O)c2ccc(C)c([N+](=O)[O-])c2)cc1 was read as MrgX1 ag inactive, MrgX1 allo act inactive, HIF act 0.3, TRPC4 inh inactive, SKKanGAS inh 7, RGS4 block inactive, RGS4 pot inactive, TRPC6 act inactive, TRPC6 inhibitor inactive, MrgX1 antag inactive and Platelet DG rel -1.
`O=C(NCCCN1CCN(c2ccc(F)cc2)CC1)Nc1ccc([N+](=O)[O-])cc1` gave MrgX1 ag inactive, MrgX1 allo act inactive, HIF act 0.1, TRPC4 inh inactive, SKKanGAS inh 1, RGS4 block inactive, RGS4 pot inactive, TRPC6 act inactive, TRPC6 inhibitor inactive, MrgX1 antag inactive and Platelet DG rel 1.
Screening O=C(Nc1cccnc1)c1cc(Cl)ccc1Cl returned MrgX1 ag inactive, MrgX1 allo act inactive, HIF act 0.9, TRPC4 inh inactive, SKKanGAS inh 8, RGS4 block inactive, RGS4 pot inactive, TRPC6 act inactive, TRPC6 inhibitor inactive, MrgX1 antag inactive and Platelet DG rel 1.
For O=c1[nH]c(SCc2ccccc2Cl)nc2c1cnn2-c1ccccc1 the results were MrgX1 ag inactive, MrgX1 allo act inactive, HIF act -0.2, TRPC4 inh inactive, SKKanGAS inh 6, RGS4 block inactive, RGS4 pot inactive, TRPC6 act inactive, TRPC6 inhibitor inactive, MrgX1 antag inactive and Platelet DG rel -17.
`O=C(OCC(=O)N1CCCc2ccccc21)c1cc(S(=O)(=O)N2CCOCC2)ccc1Cl` gave MrgX1 ag inactive, MrgX1 allo act inactive, HIF act 0.2, TRPC4 inh inactive, SKKanGAS inh -1, RGS4 block inactive, RGS4 pot inactive, TRPC6 act inactive, TRPC6 inhibitor inactive, MrgX1 antag -4.5* and Platelet DG rel 31.

Overlap with the part before: two compounds, followed by the next part.
For O=c1[nH]c(SCc2ccccc2Cl)nc2c1cnn2-c1ccccc1 the results were MrgX1 ag inactive, MrgX1 allo act inactive, HIF act -0.2, TRPC4 inh inactive, SKKanGAS inh 6, RGS4 block inactive, RGS4 pot inactive, TRPC6 act inactive, TRPC6 inhibitor inactive, MrgX1 antag inactive and Platelet DG rel -17.
`O=C(OCC(=O)N1CCCc2ccccc21)c1cc(S(=O)(=O)N2CCOCC2)ccc1Cl` gave MrgX1 ag inactive, MrgX1 allo act inactive, HIF act 0.2, TRPC4 inh inactive, SKKanGAS inh -1, RGS4 block inactive, RGS4 pot inactive, TRPC6 act inactive, TRPC6 inhibitor inactive, MrgX1 antag -4.5* and Platelet DG rel 31.
O=C1CC(c2ccco2)CC(O)=C1C=Nc1cc(Cl)ccc1Cl (configuration not stated) was read as MrgX1 ag inactive, MrgX1 allo act inactive, HIF act -0.2, TRPC4 inh inactive, SKKanGAS inh 1, RGS4 block inactive, RGS4 pot inactive, TRPC6 act inactive, TRPC6 inhibitor inactive, MrgX1 antag inactive and Platelet DG rel -16.
For CC1=CS/C(=C(/C#N)C(=O)NCc2ccco2)N1c1ccccc1 the results were MrgX1 ag inactive, MrgX1 allo act inactive, HIF act 0.0, TRPC4 inh inactive, SKKanGAS inh -2, RGS4 block inactive, RGS4 pot inactive, TRPC6 act inactive, TRPC6 inhibitor inactive, MrgX1 antag inactive and Platelet DG rel 6.
`Cn1cc(CN2CCCCC2c2ccccn2)c(-c2ccc3c(c2)OCCO3)n1` (configuration not stated) gave MrgX1 ag inactive, MrgX1 allo act inactive, HIF act -0.1, TRPC4 inh inactive, SKKanGAS inh -1, RGS4 block inactive, RGS4 pot inactive, TRPC6 act inactive, TRPC6 inhibitor inactive, MrgX1 antag inactive and Platelet DG rel 2.
Screening CCO[C@@H]1OC(C(=O)NCc2ccccc2)=C[C@H](C2CC2)[C@H]1CCCO returned MrgX1 ag inactive, MrgX1 allo act inactive, HIF act -0.4, TRPC4 inh inactive, SKKanGAS inh 0, RGS4 block inactive, RGS4 pot inactive, TRPC6 act inactive, TRPC6 inhibitor inactive, MrgX1 antag inactive and Platelet DG rel 16.
`Cn1c(=O)n(C)c2cc(NC(=O)COc3ccccc3)ccc21` gave MrgX1 ag inactive, MrgX1 allo act inactive, HIF act -20, TRPC4 inh inactive, SKKanGAS inh -2, RGS4 block inactive, RGS4 pot inactive, TRPC6 act inactive, TRPC6 inhibitor inactive, MrgX1 antag inactive and Platelet DG rel 3.
CCCNS(=O)(=O)c1cc(Br)cc2c1N(C(=O)CC)CC2 was read as MrgX1 ag inactive, MrgX1 allo act inactive, HIF act 0.1, TRPC4 inh inactive, SKKanGAS inh -4, RGS4 block inactive, RGS4 pot inactive, TRPC6 act inactive, TRPC6 inhibitor inactive, MrgX1 antag inactive and Platelet DG rel 3.
CCCc1cc(=O)oc2cc(OCC(=O)NCC(O)c3ccccc3)ccc12 (configuration not stated) was read as MrgX1 ag inactive, MrgX1 allo act inactive, HIF act -0.2, TRPC4 inh inactive, SKKanGAS inh 0, RGS4 block inactive, RGS4 pot inactive, TRPC6 act inactive, TRPC6 inhibitor inactive, MrgX1 antag inactive and Platelet DG rel 23.
For Cc1cccc(CC(=O)NCC(=O)NCc2cc(=O)n(C)c(=O)n2C)c1 the results were MrgX1 ag inactive, MrgX1 allo act inactive, HIF act -0.6, TRPC4 inh inactive, SKKanGAS inh -8, RGS4 block inactive, RGS4 pot inactive, TRPC6 act inactive, TRPC6 inhibitor inactive, MrgX1 antag inactive and Platelet DG rel 3.
`Cc1ccc[n+](CC(=O)Nc2cc(C(F)(F)F)ccc2N2CCOCC2)c1` gave MrgX1 ag inactive, MrgX1 allo act inactive, HIF act -0.2, TRPC4 inh inactive, SKKanGAS inh 4, RGS4 block inactive, RGS4 pot inactive, TRPC6 act inactive, TRPC6 inhibitor inactive, MrgX1 antag inactive and Platelet DG rel 7.
O=C(Nc1nccs1)c1cccc(S(=O)(=O)N2CCCCC2)c1 was read as MrgX1 ag inactive, MrgX1 allo act inactive, HIF act -0.1, TRPC4 inh inactive, SKKanGAS inh -4, RGS4 block inactive, RGS4 pot inactive, TRPC6 act inactive, TRPC6 inhibitor inactive, MrgX1 antag inactive and Platelet DG rel 7.
O=C(NCCN1CCOCC1)c1ccc(Cl)cc1[N+](=O)[O-] was read as MrgX1 ag inactive, MrgX1 allo act inactive, TRPC4 inh inactive, SKKanGAS inh -5, RGS4 block inactive, RGS4 pot inactive, TRPC6 act inactive, TRPC6 inhibitor inactive, MrgX1 antag inactive and Platelet DG rel 6.
`O=C(c1cccc(N2C(=O)C3C4C=CC(C4)C3C2=O)c1)N1CCN(c2ccc(F)cc2)CC1` (configuration not stated) gave MrgX1 ag inactive, MrgX1 allo act inactive, HIF act -0.1, TRPC4 inh inactive, SKKanGAS inh -4, RGS4 block inactive, RGS4 pot inactive, TRPC6 act inactive, TRPC6 inhibitor inactive, MrgX1 antag inactive and Platelet DG rel -39.
For NNc1nc(-c2ccccc2Cl)nc2sc3c(c12)CCCC3 the results were MrgX1 ag inactive, MrgX1 allo act 32*, HIF act 2.1, TRPC4 inh inactive, SKKanGAS inh 5, RGS4 block inactive, RGS4 pot inactive, TRPC6 act inactive, TRPC6 inhibitor inactive, MrgX1 antag inactive and Platelet DG rel -8.
Screening CCn1c(SCC(=O)Nc2nc(C)cs2)nnc1C(NC(=O)c1ccccc1Cl)C(C)C (configuration not stated) returned MrgX1 ag inactive, MrgX1 allo act inactive, HIF act -0.1, TRPC4 inh inactive, SKKanGAS inh -13, RGS4 block inactive, RGS4 pot inactive, TRPC6 act inactive, TRPC6 inhibitor inactive, MrgX1 antag inactive and Platelet DG rel -6.
CC1CN(C(=O)c2ccccc2NS(=O)(=O)c2cccc([N+](=O)[O-])c2)CC(C)O1 (configuration not stated) was read as MrgX1 ag inactive, MrgX1 allo act inactive, HIF act -0.3, TRPC4 inh inactive, SKKanGAS inh -13, RGS4 block inactive, RGS4 pot inactive, TRPC6 act inactive, TRPC6 inhibitor inactive, MrgX1 antag inactive and Platelet DG rel -3.

Assay outcomes (PubChem BioAssay)
